High-throughput results: PubChem BioAssay, National Center for Advancing Translational Sciences (NCATS)
GLP1R cytotox – qHTS of GLP-1 Receptor Inverse Agonists: Cytotox Screen | Potency, µM (top dose mostly 38.3 µM), for the others: at the top dose activity change, negative = inhibition, hits mostly inhibitors | actives 0.13% (n = 410,000) | HEK293 cAMP-luciferase reporter cells, luminescence, 24 h;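 also: loss of luciferase light is scored as toxicity; % is scaled to controls: 0 for no effect and ±100 for the full control effect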
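Seeding density was 200 cells/uL; after overnight-length (12 h) culture, 23 nL compounds went on for 24 h at 37 °C. Readout used a luciferase detection reagent, luminescence taken after 12 min at room temperature.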
KB-3-1 cytotox – qHTS assay for MDR1-selective chemotherapeutics: Primary screen using the parental adenocarcinoma cell KB-3-1; actives 1.4% (n = 400,000); Potency, µM (series often up to 46.1 µM), for the others: top-dose activity change, negative = cytotoxic, usual class: cytotoxic; AID 1347075, 2019; KB-3-1 viability, CellTiter-Glo ATP luminescence, 72 h; also: % is scaled to controls: 0 for no effect and ±100 for the full control effect; nearly all actives have a fitted effect of over 60% in size
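Viability of parental KB-3-1 cells, measured by CellTiter-Glo luminescence, followed a 72 h incubation at 37 °C with pinned compounds in phenol-red-free DMEM containing 10% FBS.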
HT1080 IDH1KD tx – qHTS for induction of synthetic lethality in tumor cells producing 2HG: qHTS for the HT-1080-IDH1KD cell line. HT-1080 IDH1 knockdown viability, ATP luminescence, 48 h. AID 686971, 2013. Potency, µM (series often up to 46.1 µM), inactives show at the highest dose activity, negative = toxicity, hits mostly cytotoxic. actives 2% (n = 360,000);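 also: 0% = DMSO wells and -100% = cell-free medium wells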
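Using the IDH1-knockdown HT-1080 line run in the same batch and compound series as the NT line, viability after 48 h at 37 °C was determined by CellTiter-Glo luminescence and expressed as % activity.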
KB-V1 MDR tox – qHTS assay for MDR1-selective chemotherapeutics: Primary screen using the drug-selected MDR subline cells KB-V1; KB-V1 MDR cells viability, CellTiter-Glo, 72 h; Potency, µM (top dose mostly 46.1 µM), for the others: at the top dose activity change, negative = cytotoxicity, usual class: cytotoxic; actives 3.4% (n = 400,000); AID 1347076, 2019; also: % is scaled to controls: 0 for no effect and ±100 for the full control effect; nearly all actives have a fitted effect of over 60% in size
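Cells of the MDR subline KB-V1 are plated, dosed with compound at multiple concentrations, and incubated 72 h at 37 degrees C; CellTiter-Glo is then added and luminescence read after 10 min.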
HT1080NT lethal – qHTS for induction of synthetic lethality in tumor cells producing 2HG: qHTS for the HT-1080-NT fibrosarcoma cell line; HT-1080-NT fibrosarcoma viability, CellTiter-Glo ATP luminescence, 48 h; AID 686970, 2013; actives 1.6% (n = 360,000); Potency, µM (highest dose often 46.1 µM), without a hit: top-dose activity, negative = less viability, most hits filed as cytotoxic;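 also: NT is the 2HG producing partner of a matched IDH1 knockdown line; 0% = DMSO-treated cells and -100% = media-only wells without cells; nearly all actives have a fitted effect of over 55% in size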
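Viability of the 2HG-overproducing fibrosarcoma line after 48 hours of compound exposure at 37 degrees C was determined by luminescence with CellTiter-Glo, and concentration-effect curves were then fitted and categorized.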
GLP-1R agonist – qHTS of GLP-1 Receptor Agonists; HEK293 GLP-1R CRE-luciferase, luminescence, 4-6 h; cells express a hypersensitive GLP-1R form; Potency, µM (doses to about 45.6 µM), inactives show at the highest dose activation, hits mostly activators; actives 0.007% (n = 380,000); AID 624172, 2012; also: % of control where 0% means no effect
Target sequence (P43220 whole entry, looked up): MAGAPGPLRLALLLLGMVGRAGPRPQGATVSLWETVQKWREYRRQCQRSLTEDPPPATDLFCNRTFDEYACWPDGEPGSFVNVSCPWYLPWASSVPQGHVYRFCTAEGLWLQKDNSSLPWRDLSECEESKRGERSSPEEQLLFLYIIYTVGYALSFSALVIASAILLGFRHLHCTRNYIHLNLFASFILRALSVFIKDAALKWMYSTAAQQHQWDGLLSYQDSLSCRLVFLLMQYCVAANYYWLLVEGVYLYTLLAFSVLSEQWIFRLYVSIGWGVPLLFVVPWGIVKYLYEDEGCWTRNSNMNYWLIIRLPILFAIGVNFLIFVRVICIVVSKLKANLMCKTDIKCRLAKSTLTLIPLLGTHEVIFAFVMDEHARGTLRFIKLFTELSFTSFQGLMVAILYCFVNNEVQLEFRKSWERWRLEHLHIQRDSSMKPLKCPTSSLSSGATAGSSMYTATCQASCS
TDP43 rescue – qHTS of TDP-43 Inhibitors; Potency, µM (titrated, usually from 46.1 µM), for the others: at the top dose growth rescue (activation), hits mostly activators; AID 652104, 2013; TDP-43 expressing yeast growth rescue, BacTiter-Glo, 24 h; actives 1.8% (n = 410,000); also: % of control where 0% means no effect; nearly all actives have a fitted effect of over 50% in size
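Yeast cells expressing TDP-43 under galactose induction are exposed to compounds for 24 hr at 30 deg C. BacTiter-Glo luminescence measures growth, so protective compounds score as activators.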
GLP1R inv ag – qHTS of GLP-1 Receptor Inverse Agonists (Inhibition Mode). Potency, µM (titrated, usually from 38.3 µM), for the others: at the highest dose activity change, negative = inhibition, most hits filed as inhibitors. actives 1.6% (n = 410,000). HEK293 GLP-1R CRE-luciferase, luminescence, 24 h; GLP-1R form is constitutively active. Glucagon-like peptide 1 receptor (Homo sapiens), P43220; also: % is scaled to controls: 0 for no effect and ±100 for the full control effect; nearly all actives have a fitted effect of over 55% in size
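Using stably transfected HEK293 (constitutively active GLP-1R, cAMP-luciferase reporter), compounds were incubated 24 hr and luciferase measured by luminescence.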
SW480 rereplic – A quantitative high throughput screen for small molecules that induce DNA re-replication in SW480 colon adenocarcinoma cells. SW480 DNA re-replication, Hoechst DNA content imaging, 48 h. actives 1.8% (n = 340,000). AID 624297, 2012. Potency, µM (top dose mostly 46.1 µM), for inactives: top-dose re-replication activation, actives largely listed as activators; also: % of control where 0% means no effect; nearly all actives have a fitted effect of over 55% in size
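First, 250 cells per well were seeded. Next, compound or vehicle (23 nL) was pinned in, plates sat 48 hr at 37 C. Finally Hoechst was added for 40 min before fluorescence scanning.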
Active calls of the source: *; u = inconclusive; x = not tested or not shown; [ ] = dose if it differs, or a comment. Calls follow the shape of the dose curve; as a rule, active = well fitted curve in the direction sought with a large enough effect; inconclusive = small, poorly fitted or top-dose-only effect, or another doubt; inactive = no such curve, though single readings can be large; an effect the other way counts as inactive or inconclusive. Potency is read from the fitted curve at half-maximal effect.

1: Cc1ccc(N2CC(C(N)=O)CC2=O)cc1C (stereo not given)
2: CCN(CC)C(=O)CSc1nc(-c2ccccc2)cc(=O)[nH]1
3: COc1ccccc1CNS(=O)(=O)c1ccc2c(c1)CC(C)N2C(=O)C1CC1 (stereo not given)
4: O=C(Nc1nnc(-c2ccco2)o1)c1ccc(Cl)s1
5: O=C(CSc1ncn(-c2ccccc2)n1)NCc1ccccc1
6: COC(=O)c1ccc(OC)c(CN2CCCN(Cc3cc(C)ccc3C)S2(=O)=O)c1
7: COC(=O)c1ccc(CSc2nc3c(c(=O)n2-c2ccc(C)cc2)SCC3)o1
8: O=C(c1cccc(S(=O)(=O)N2CCCCC2)c1)N1CCCCC1
Compound,1,2,3,4,5,6,7,8
GLP-1R agonist,-10%,0%,23%,-4%,4%,15%,18%,-8%
HT1080 IDH1KD tx,19%,1%,-26%,u,2%,-2%,-2%,6%
TDP43 rescue,11%,-18%[9.22 µM],15%,u,30%,-12%,u,0%
GLP1R cytotox,-3%,-6%,2%,-20%,4%,3%,-5%,3%
KB-3-1 cytotox,10%,15%,-26%,u,-1%,-18%,u,-4%
KB-V1 MDR tox,u,1%,u,-3%,1%,-8%,u,15µM*
SW480 rereplic,1%,-7%,-38%[inhibitor],14%,-1%,-3%,0%,-2%
GLP1R inv ag,14%,-3%,21%,-10%,13%,u,13%,0%
HT1080NT lethal,16%,4%,u,-24%,0%,0%,2%,5%

9: O=c1cc[nH]c2c1ccc1c(=O)cc[nH]c12
10: NC1=NC(=O)C(Cc2cccc(Cl)c2Cl)S1 (stereo not given)
11: CCOc1ccc(C(=O)Nc2ccc(N3CCN(C(C)=O)CC3)cc2)cc1[N+](=O)[O-]
12: O=C1NC2(CCCCC2)C(=O)N1Cc1ccc([N+](=O)[O-])cc1
13: COC(=O)[C@@H]1C[C@@]2(Br)c3ccccc3N(S(=O)(=O)c3ccccc3)[C@H]2N1C(=O)OC
14: CCCC(=O)NCCc1ccc(S(N)(=O)=O)cc1
15: O=C(Nc1ccc(Br)cc1)C1CCCN(S(=O)(=O)c2cccnc2)C1 (stereo not given)
16: CC(=O)Nc1ccc2oc(-c3ccccc3Br)nc2c1
Compound,9,10,11,12,13,14,15,16
GLP-1R agonist,-1%,9%,7%,-3%,0%,-5%,-1%,11%
HT1080 IDH1KD tx,-8%,-15%,8%,-4%,2%,0%,-1%,1%
TDP43 rescue,-19%,-1%,16%,12%,0%,-7%,17%,0%
GLP1R cytotox,-1%,10%[1.53 µM],-3%,1%,-3%,10%,-6%,6%[1.53 µM]
KB-3-1 cytotox,-1%,u,-1%,6%,-4%,1%,-2%,28%
KB-V1 MDR tox,-1%,18µM*,u,-2%,-7%,u,-8%,-23%
SW480 rereplic,-54%[inhibitor],3%,18%,-1%,-8%,-2%,-2%,-3%
GLP1R inv ag,-9%,-26%,11%,21%,-7%,36%[activator],u,-13%
HT1080NT lethal,-16%,-6%,16%,0%,0%,1%,-3%,17%

17: Cc1nn(C)c(=O)n1-c1ccc(Oc2ccccc2)cc1
18: Cc1ccc(OCC(=O)Nc2cccc3nsnc23)c(C)c1
19: O=C1Nc2ccccc2C1Cc1ccc(OC(F)(F)F)cc1 (stereo not given)
20: Cc1nc(C)c(-c2csc(N)n2)s1
21: CCc1ccccc1-n1c2c(cc(-c3nc(-c4ccc(Cl)cc4)cs3)c1=O)C(=O)CC(C)(C)C2
22: Cc1cccc(NC(=O)c2cnn3ccccc23)c1C
23: CC(C)[C@@H]1COC(c2cccc(C3=N[C@H](C(C)C)CO3)n2)=N1
24: C=CCNC(=O)c1c(Br)cnn1-c1ccc(C)cc1
Compound,17,18,19,20,21,22,23,24
GLP-1R agonist,-5%,1%,13%,13%,x,2%,-5%,8%
HT1080 IDH1KD tx,11%,-1%,9%,-14%,x,u,9%,4%
TDP43 rescue,u,u,9%,18%,19%,10%,0%,-6%
GLP1R cytotox,8%,24%,-5%,-9%,18%,-6%,5%,2%
KB-3-1 cytotox,6%,13%,0%,2%,4%,-18%,0%,u
KB-V1 MDR tox,14%,1%,0%,-3%,1%,-28%,-4%,0%
SW480 rereplic,-13%,1%,-13%,0%,x,u,-36%[inhibitor],9%
GLP1R inv ag,-12%,1%,u,12%,13%,-15%,13%,u
HT1080NT lethal,2%,4%,8%,-15%,x,-21%,15%,5%

25: CCCCNC(=O)C1CC(=O)N(C2CCCC2)C1 (stereo not given)
26: O=C(CCNS(=O)(=O)c1ccc(OC(F)(F)F)cc1)N1CCCC1
27: O=C(CSc1nc(-c2ccccc2)c(-c2ccccc2)[nH]1)NCC1CCCO1 (stereo not given)
28: COc1cccc(CNS(=O)(=O)c2ccc3[nH]c4c(c3c2)CCCCC4)c1
29: CCOC(=O)[C@]12CCC=C1N(Cc1ccc3c(c1)OCO3)C(=O)[C@H](CC(=O)NCC13CC4CC(CC(C4)C1)C3)C2
30: CNC(=O)NCC12CC3CC(CC(C3)C1)C2
31: CC1CC(C)CN(S(=O)(=O)c2cccc3nonc23)C1 (stereo not given)
32: CCOc1ccc(CNC(=O)CCS(=O)(=O)c2cc3c4c(c2)CCN4C(=O)CC3)cc1OC
Compound,25,26,27,28,29,30,31,32
GLP-1R agonist,19%,-1%,2%,6%,-3%,0%,-1%,x
HT1080 IDH1KD tx,12%,5%,14%,x,u,-3%,-2%,x
TDP43 rescue,-9%,12%,-8%,-15%,-7%,1%,1%,-2%
GLP1R cytotox,7%,-2%,-1%,-11%,2%,8%,8%,3%
KB-3-1 cytotox,-2%,-3%,0%,21µM*,u,23%,-13%,5%
KB-V1 MDR tox,5%,1%,-3%,21µM*,23µM*,1%,-2%,2%
SW480 rereplic,-13%,-2%,7%,x,x,-2%,17%,x
GLP1R inv ag,0%,-5%,-6%,u,u,0%,u,10%
HT1080NT lethal,8%,7%,13%,x,u,2%,13%,x

33: CS(=O)(=O)Nc1ccc(C2=NN(C(=O)c3ccco3)C(c3ccccc3)C2)cc1 (stereo not given)
34: CCOC(=O)[C@H]1[C@H]2COc3ccc(Cl)cc3[C@@H]2N2C(=O)c3ccc(Cl)cc3NC(=O)[C@@]12C
35: Cc1ccc(N(CC(=O)NCc2ccccc2)C(=O)CCC(=O)Nc2nccs2)cc1
36: CCOC(=O)c1c(NC(=O)CSc2nnnn2-c2ccccc2)sc2c1CCC(C)C2 (stereo not given)
37: NS(=O)(=O)c1ccc(CNC(=O)NC2(c3ccccc3)CC2)cc1
38: CCOC(=O)CCn1c(CC(=O)OCC)nc2ccccc21
39: O=C(O)CCc1ccc(S(=O)(=O)N2CCOCC2)cc1
40: O=C(NC1CCCCCC1)c1ccc(CS(=O)Cc2cccc(Cl)c2)o1 (stereo not given)
Compound,33,34,35,36,37,38,39,40
GLP-1R agonist,-4%,-1%,4%,-11%,-5%,1%,-10%,11%
HT1080 IDH1KD tx,-13%,-24%,-13%,13%,7%,-4%,12%,-10%
TDP43 rescue,4%,16%,-16%,10%,19%,-10%,-8%,27%
GLP1R cytotox,-19%,u,-4%,3%,3%,-28%,6%,-11%
KB-3-1 cytotox,-2%,u,-1%,7%,2%,-7%,11%,0%
KB-V1 MDR tox,16µM*,-4%,-17%,-5%,16%,u,-3%,-11%
SW480 rereplic,-82%[inhibitor],6%,10%,4%,-6%,-4%,2%,u
GLP1R inv ag,19%,u,-15%,1%,15%,u,1%,-12%
HT1080NT lethal,-1%,u,-18%,21%,9%,18%,21%,-1%
